Compound activity: PubChem, several laboratories
EBV gp42 inh: Epstein-Barr virus gp42 inhibitors, primary screen, biochemical, uHTS, fluorescence polarization; Glycoprotein 42 (Epstein-Barr virus (strain AG876)), Q1HVG2; Fluorescence polarization binding assay, mP read-out; inhibition, % (tested at 21.74 µM); 220,000 compounds, 0.42% hits; in the data active = inhibition above about 50%
MDM2 E3 inh: MDM2-luciferase reporter signal enhancers, primary screen, MDM2 E3 ligase inhibitor project, cell-based, luminescence, 1536-well; 210,000 compounds, 0.11% hits; AID 1230, 2008; cell-based MDM2 ubiquitination luciferase reporter, 2 h; 0 = plate control, 100 = twice control, blank-subtracted; signal enhancement, % at 5 µM; E3 ubiquitin-protein ligase Mdm2 (Homo sapiens), Q00987;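 active = signal enhancement of 30% or more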;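 also: luminescence tracks abundance of the self-degrading MDM2-luciferase fusion protein; higher signal means inhibition of MDM2 E3 ligase activity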
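system = mammalian cells stably expressing self-ubiquitinating, self-degrading MDM2 E3–luciferase fusion | quantity = 2000 cells per well seeded | incubation = 4 h cell settling then 2 h compound exposure, 37 °C | signal = SteadyLite luminescence, 15 min reagent step | benchmarks = plate control and blank wells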
PERK inh: block of dimerizer-induced PERK translation repression, primary screen, PERK inhibitor project, CHO PERK-DD cells, SEAP luminescence, HTS; inhibition, % at 5.6 µM; AID 1416, 2008; Eukaryotic translation initiation factor 2-alpha kinase 3 (Homo sapiens), Q9NZJ5; CHO PERK-DD fusion, SEAP luminescence translation reporter; 220,000 compounds, 0.17% hits;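 active = inhibition above the mean inhibition of all tested compounds plus 3 SD, set separately per screening campaign, cut at about 2.9% in these data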;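 also: PERK kinase domain activated by AP20187 dimerizer at 100 nM; 0% = DMSO with dimerizer and 100% = rapamycin at 8.4 µM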
Rad51 HR inh: human RAD51 strand exchange inhibitors, primary screen, biochemical, fluorescence; hRad51 DNA strand exchange, fluorescence dequenching; inhibition, % at 10 µM; 200,000 compounds, 0.085% hits; AID 1385, 2008;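 active = inhibition above 40% at the single screening dose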;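 also: 0% = DMSO control wells and 100% = blanks with heterologous ssDNA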
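Test system – preformed human Rad51 ssDNA filaments · Reagent – Donor/quencher-labelled 47-bp dsDNA substrate · Incubation – 37 °C 15-min filament assembly, 30-min compound preincubation, 15-min exchange · Signal – FRET fluorescence dequenching, excitation 485 nm, emission 520 nm · Read-out – percent inhibition from fluorescence, normalised to plate control and blank means · Benchmarks – plate control and blank wells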
eIF4E 4G PPI: eIF4E–eIF4G protein interaction inhibitors, primary screen, biochemical, uHTS, TR-FRET, eIF4GI fragment; TR-FRET eIF4E-eIF4GI(517-606) binding, 2 h; inhibition, % at 21.7 µM; 220,000 compounds, 0.37% hits; AID 782, 2007;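 active = inhibition above about 30%, limit read from the data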;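 also: 0% = full FRET control wells and 100% = background wells lacking eIF4GI fragment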
L929 necroptosis: inhibitors of zVAD-triggered necroptosis, primary screen, L929 cells; viability rescue, % at 10 µM; 220,000 compounds, 0.38% hits; L929 zVAD necroptosis rescue, ATP luminescence, 24 h; with zVAD 60 µM;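 active = activation, scaled between plate controls, above about 75%, limit read from the data; inactive = activation under that limit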;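 also: 0% = zVAD with DMSO and 100% = DMSO alone without zVAD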
Calpain2 inh: inhibitors of pig calpain II, primary screen, biochemical, fluorogenic peptide substrate, 1536-well; purified calpain II, 30 min; inhibition, % at 16 µM; 220,000 compounds, 0.37% hits;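 active = inhibition above about 50%, limit read from the data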
Cl transport mod: KCC2 cotransporter modulators, thallium flux, primary screen, cell-based, HEK293 KCC2, FluoZin-2 fluorescence, MLSMR; Solute carrier family 12 member 5 (Homo sapiens), Q9H2X9; KCC2 cells, thallium flux FluoZin-2 fluorescence; B-score of Tl+ flux slope (higher = more flux/activation; lower = inhibition) at 10 µM; 190,000 compounds, 2.2% hits; AID 1456, 2008;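 active = thallium flux slope and its plate-corrected score both differing from the plate sample mean at a set confidence after two filtering rounds, in either direction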;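 also: slope of fluorescence scaled to starting intensity during 10 to 20 s after thallium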
Target sequence (Q9H2X9 whole entry, looked up): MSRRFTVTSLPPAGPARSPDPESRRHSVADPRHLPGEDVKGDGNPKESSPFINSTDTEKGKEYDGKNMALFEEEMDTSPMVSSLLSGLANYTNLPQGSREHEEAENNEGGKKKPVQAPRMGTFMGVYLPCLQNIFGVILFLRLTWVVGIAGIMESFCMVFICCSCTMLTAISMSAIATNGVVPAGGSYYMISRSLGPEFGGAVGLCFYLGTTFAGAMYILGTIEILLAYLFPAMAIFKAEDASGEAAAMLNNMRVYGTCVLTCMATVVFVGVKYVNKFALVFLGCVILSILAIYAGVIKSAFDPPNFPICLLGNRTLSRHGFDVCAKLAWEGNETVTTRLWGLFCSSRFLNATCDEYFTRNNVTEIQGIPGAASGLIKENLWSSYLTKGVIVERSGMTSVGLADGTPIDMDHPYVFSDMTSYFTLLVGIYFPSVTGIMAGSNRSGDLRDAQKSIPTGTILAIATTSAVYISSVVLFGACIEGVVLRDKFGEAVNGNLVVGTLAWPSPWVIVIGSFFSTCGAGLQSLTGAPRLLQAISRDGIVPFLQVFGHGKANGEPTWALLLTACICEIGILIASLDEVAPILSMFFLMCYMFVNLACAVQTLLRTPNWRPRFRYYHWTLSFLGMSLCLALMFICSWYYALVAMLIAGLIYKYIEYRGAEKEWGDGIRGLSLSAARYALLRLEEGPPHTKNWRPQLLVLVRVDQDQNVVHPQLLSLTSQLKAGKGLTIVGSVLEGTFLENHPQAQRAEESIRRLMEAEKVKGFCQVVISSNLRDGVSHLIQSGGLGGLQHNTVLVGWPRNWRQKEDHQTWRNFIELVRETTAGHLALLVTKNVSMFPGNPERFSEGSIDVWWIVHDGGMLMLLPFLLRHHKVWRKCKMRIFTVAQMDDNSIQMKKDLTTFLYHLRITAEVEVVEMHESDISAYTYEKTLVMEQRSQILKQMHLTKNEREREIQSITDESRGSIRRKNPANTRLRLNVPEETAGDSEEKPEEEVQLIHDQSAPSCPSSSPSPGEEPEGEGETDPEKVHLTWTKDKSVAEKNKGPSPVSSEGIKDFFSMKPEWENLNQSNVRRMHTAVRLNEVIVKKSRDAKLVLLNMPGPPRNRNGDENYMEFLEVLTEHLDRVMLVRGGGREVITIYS
TNF necrop inh: inhibitors of TNF-alpha triggered necroptosis, primary screen, cell-based, Jurkat FADD-/-, single concentration. Jurkat FADD-/- TNF necroptosis rescue, ATP luminescence, 24 h; 0 = TNF only, 100 = no-TNF cells. activation (protection from cell death), % at 10 µM. 220,000 compounds, 0.068% hits;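 active = activation, meaning protection from cell death, of at least 50% relative to plate controls; inactive = activation below 50%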;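 also: necroptosis triggered by 40 ng/mL TNF-alpha added together with compound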
An asterisk follows results filed as active; [ ] = remark or other dose.

What do the screens show for `CCC(C)n1c(SCC(=O)NCc2ccco2)nnc1-c1cccc(S(=O)(=O)N2CCOCC2)c1` (configuration not stated)?
EBV gp42 inh: 3; MDM2 E3 inh: -10; PERK inh: 0.3; Rad51 HR inh: 0; eIF4E 4G PPI: -5; L929 necroptosis: -0.2; Calpain2 inh: -26; Cl transport mod: -0.88; TNF necrop inh: 0.5

How did COc1ccc(OC)c(NC(=O)c2nnn(CCc3ccccc3)c2N)c1 do in these assays?
EBV gp42 inh: 0; MDM2 E3 inh: -13; PERK inh: -0.8; Rad51 HR inh: -4; eIF4E 4G PPI: 1; L929 necroptosis: 3.0; Calpain2 inh: -20; TNF necrop inh: 2.9

Results for FC(F)Oc1ccc(NC(=S)N2CCN(Cc3ccccc3)CC2)cc1 ?
EBV gp42 inh: -7; MDM2 E3 inh: -3; PERK inh: -0.2; Rad51 HR inh: 16; eIF4E 4G PPI: -2; L929 necroptosis: -0.3; Calpain2 inh: -1; Cl transport mod: -2.7; TNF necrop inh: 0.8

What do the screens show for `CCc1cc2c(=O)n3c(nc2s1)-c1[nH]c2ccc(OC)cc2c1CC3`?
EBV gp42 inh: -23; MDM2 E3 inh: -8; PERK inh: 1.1; eIF4E 4G PPI: -11; L929 necroptosis: 1.5; Calpain2 inh: -149; Cl transport mod: -2.9; TNF necrop inh: 2.9

How did COc1ccccc1N(CC(O)CN(c1ccccc1)S(C)(=O)=O)S(=O)(=O)c1ccccc1 (configuration not stated) do in these assays?
EBV gp42 inh: -13; MDM2 E3 inh: -21; PERK inh: -0.3; Rad51 HR inh: -13; eIF4E 4G PPI: 3; L929 necroptosis: 0.1; Calpain2 inh: -15; Cl transport mod: 0.26; TNF necrop inh: 0.0

Results for Fc1ccccc1CN1CCCN(C(=S)Nc2cccc(Cl)c2)C1 ?
EBV gp42 inh: -14; MDM2 E3 inh: 12; PERK inh: 0.2; Rad51 HR inh: 1; eIF4E 4G PPI: -2; L929 necroptosis: -1.0; Calpain2 inh: -9; Cl transport mod: 0.35; TNF necrop inh: 5.3

What do the screens show for `Cc1ccc(S(=O)(=O)CC(CN2CCCCC2)N2CCCCC2)cc1` (configuration not stated)?
EBV gp42 inh: -13; MDM2 E3 inh: -12; PERK inh: 0.1; Rad51 HR inh: -33; eIF4E 4G PPI: 13; L929 necroptosis: 81*; Calpain2 inh: 17; Cl transport mod: -0.26; TNF necrop inh: 10

Results for Cc1ccccc1C(=O)NNC(=O)CCc1ccccc1 ?
EBV gp42 inh: -9; MDM2 E3 inh: -19; PERK inh: 0.5; eIF4E 4G PPI: 3; L929 necroptosis: 2.2; Calpain2 inh: -13; Cl transport mod: 0.59; TNF necrop inh: 1.2

Results for Cc1noc(C)c1S(=O)(=O)N(CC(=O)NCc1ccc(Cl)cc1)c1ccc2c(c1)OCO2 ?
EBV gp42 inh: -3; MDM2 E3 inh: -7; PERK inh: 0.9; Rad51 HR inh: 1; eIF4E 4G PPI: -1[fluorescence artefact?]; L929 necroptosis: 0.3; Calpain2 inh: 9; Cl transport mod: 0.65; TNF necrop inh: 0.1

What do the screens show for `COC(=O)c1c(NC(=O)COC(=O)CCc2ccc(S(=O)(=O)N3CCOCC3)cc2)sc2c1CCC2`?
EBV gp42 inh: -16; PERK inh: 0.5; eIF4E 4G PPI: 3[fluorescence artefact?]; L929 necroptosis: 1.3; Calpain2 inh: -23; Cl transport mod: -0.6; TNF necrop inh: 3.1

Results for Cc1cc(N2CCC3(CC2)OCCO3)n2nc(C)c(-c3ccc(Cl)cc3)c2n1 ?
PERK inh: 0.7; L929 necroptosis: 1.5; Cl transport mod: -0.32; TNF necrop inh: -0.5

Results for Cc1ccccc1NC(=O)C(=O)Nc1ccccc1C ?
EBV gp42 inh: -10; MDM2 E3 inh: -26; PERK inh: 2.0; Rad51 HR inh: -25; eIF4E 4G PPI: 0; L929 necroptosis: 0.2; Calpain2 inh: 9; Cl transport mod: -0.94; TNF necrop inh: -2.6

Results for Cc1ccccc1-n1c(Cn2c(=O)sc3ccccc32)nnc1SCC(=O)N1CCOCC1 ?
EBV gp42 inh: -9; MDM2 E3 inh: -13; PERK inh: -0.5; Rad51 HR inh: -9; eIF4E 4G PPI: 4[fluorescence artefact?]; L929 necroptosis: -0.5; Calpain2 inh: -26; Cl transport mod: -0.48; TNF necrop inh: -0.2

Results for O=C(CN(C(=O)CNS(=O)(=O)c1ccccc1)c1ccc2c(c1)OCCO2)NC1CCCCC1 ?
EBV gp42 inh: -3; MDM2 E3 inh: -5; PERK inh: -0.6; Rad51 HR inh: 4; eIF4E 4G PPI: -2; L929 necroptosis: -0.5; Calpain2 inh: 0; Cl transport mod: 0.085; TNF necrop inh: -0.2

What do the screens show for `Cc1ccc(C)c(N2CN(CCC3=CCCCC3)CNC2=S)c1`?
EBV gp42 inh: -15; MDM2 E3 inh: -21; PERK inh: 0.5; Rad51 HR inh: -20; eIF4E 4G PPI: 6; L929 necroptosis: 0.4; Calpain2 inh: 30; Cl transport mod: -1.2; TNF necrop inh: -3.1

Results for Cc1ccc(SCc2[nH]nc3c2C(c2ccc(C)o2)C(C#N)=C(N)O3)cc1 (configuration not stated) ?
EBV gp42 inh: 11; MDM2 E3 inh: -1; PERK inh: 0.1; eIF4E 4G PPI: 11; L929 necroptosis: 0.7; Calpain2 inh: 1; Cl transport mod: 0.11; TNF necrop inh: -0.7

How did O=C(NCc1ccco1)/C(=C\c1cccnc1)NC(=O)c1ccccc1F do in these assays?
EBV gp42 inh: -5; MDM2 E3 inh: -12; PERK inh: 0.4; Rad51 HR inh: 5; eIF4E 4G PPI: 0; L929 necroptosis: 0.9; Calpain2 inh: 33; Cl transport mod: 0.44; TNF necrop inh: 1.7

Results for CN(C)c1cc[n+](CCC(=O)Nc2cccc([N+](=O)[O-])c2N)cc1 ?
EBV gp42 inh: 11; MDM2 E3 inh: -5; PERK inh: -0.5; Rad51 HR inh: 1; eIF4E 4G PPI: 8; L929 necroptosis: 0.4; Calpain2 inh: 4; Cl transport mod: 0.0083; TNF necrop inh: 2.1

What do the screens show for `S=C(NCCN1CCOCC1)NC1CCCC1`?
EBV gp42 inh: -4; MDM2 E3 inh: 0; PERK inh: -0.5; Rad51 HR inh: 8; eIF4E 4G PPI: -5; L929 necroptosis: 0.5; Calpain2 inh: -17; Cl transport mod: -0.25; TNF necrop inh: -0.3

Results for CCCOc1ccc(N2C(=O)C3ON(c4ccccc4)C(c4ccc(O)c(OC)c4)C3C2=O)cc1 (configuration not stated) ?
EBV gp42 inh: 7; MDM2 E3 inh: -18; PERK inh: -0.6; eIF4E 4G PPI: 5; L929 necroptosis: 1.6; Calpain2 inh: -8; Cl transport mod: -1; TNF necrop inh: 1.4

Results for O=C(O)/C=C/C(=O)Nc1ccc(SC(F)(F)F)cc1 ?
EBV gp42 inh: 8; MDM2 E3 inh: 1; PERK inh: -0.3; Rad51 HR inh: 0; eIF4E 4G PPI: 6; Calpain2 inh: -19; Cl transport mod: -0.18; TNF necrop inh: 1.6

What do the screens show for `Cn1c(N)c(-c2nc3cccnc3n2C)sc1=S`?
EBV gp42 inh: 5; MDM2 E3 inh: -11; PERK inh: 0.0; Rad51 HR inh: -1; eIF4E 4G PPI: -10; L929 necroptosis: 0.2; Calpain2 inh: -104; Cl transport mod: 0.89; TNF necrop inh: -1.0

How did CCCCn1c(SCC(=O)N2CCCCC2C)nc2cc(S(N)(=O)=O)ccc21 (configuration not stated) do in these assays?
EBV gp42 inh: -27; PERK inh: -0.4; Rad51 HR inh: -1; eIF4E 4G PPI: -1; L929 necroptosis: 0.0; Calpain2 inh: -4; Cl transport mod: 0.012; TNF necrop inh: 0.4

How did COc1ccccc1C(=O)COC(=O)c1ccc(N(C)C)cc1 do in these assays?
EBV gp42 inh: -13; MDM2 E3 inh: -10; PERK inh: 0.1; Rad51 HR inh: 1; eIF4E 4G PPI: 3; L929 necroptosis: 1.5; Calpain2 inh: 23; Cl transport mod: 0.62; TNF necrop inh: 0.7

How did COc1cc(NS(=O)(=O)c2ccc(NC(=S)NC(=O)c3ccco3)cc2)ncn1 do in these assays?
EBV gp42 inh: -19; MDM2 E3 inh: 1; PERK inh: 1.2; Rad51 HR inh: 7; eIF4E 4G PPI: 3; L929 necroptosis: 31; Calpain2 inh: -14; Cl transport mod: 0.68; TNF necrop inh: 0.7

What do the screens show for `CO/N=C/C(NC(=O)c1ccc(C(F)(F)F)cc1)C(=O)OC` (configuration not stated)?
EBV gp42 inh: -3; MDM2 E3 inh: -1; PERK inh: -0.4; Rad51 HR inh: 4; eIF4E 4G PPI: 0; L929 necroptosis: 0.9; Calpain2 inh: -21; Cl transport mod: 0.41; TNF necrop inh: 0.3

What do the screens show for `CC(C)Oc1ccc(NC(=O)CCC(=O)O)cc1`?
EBV gp42 inh: 78*; MDM2 E3 inh: -1; PERK inh: -0.8; Rad51 HR inh: -9; eIF4E 4G PPI: 1; L929 necroptosis: 0.2; Calpain2 inh: -5; TNF necrop inh: -0.4

Results for NC(=O)CC(NC(=O)Cc1cccc2ccccc12)c1ccc(N2CCc3ccccc3C2)c([N+](=O)[O-])c1 (configuration not stated) ?
EBV gp42 inh: -3; MDM2 E3 inh: -3; Rad51 HR inh: -7; eIF4E 4G PPI: -4; L929 necroptosis: 0.0; Calpain2 inh: -66; Cl transport mod: -0.89; TNF necrop inh: -1.0

What do the screens show for `O=C(CCNC(=O)c1ccccc1Cl)Nc1ccc(S(=O)(=O)Nc2ncccn2)cc1`?
EBV gp42 inh: -20; MDM2 E3 inh: -3; PERK inh: 1.9; Rad51 HR inh: 1; eIF4E 4G PPI: 3; L929 necroptosis: 4.2; Calpain2 inh: -12; Cl transport mod: 1.3; TNF necrop inh: 0.3

What do the screens show for `COc1ccccc1N1CCN(C(=O)C2CCN(S(=O)(=O)N3CCOCC3)CC2)CC1`?
EBV gp42 inh: -2; MDM2 E3 inh: -19; PERK inh: 0.4; Rad51 HR inh: -1; eIF4E 4G PPI: 2; L929 necroptosis: 1.9; Calpain2 inh: -9; TNF necrop inh: 0.0

2 compounds drawn at random from those above, as already listed:
What do the screens show for `CO/N=C/C(NC(=O)c1ccc(C(F)(F)F)cc1)C(=O)OC` (configuration not stated)?
EBV gp42 inh: -3; MDM2 E3 inh: -1; PERK inh: -0.4; Rad51 HR inh: 4; eIF4E 4G PPI: 0; L929 necroptosis: 0.9; Calpain2 inh: -21; Cl transport mod: 0.41; TNF necrop inh: 0.3

How did COc1ccccc1C(=O)COC(=O)c1ccc(N(C)C)cc1 do in these assays?
EBV gp42 inh: -13; MDM2 E3 inh: -10; PERK inh: 0.1; Rad51 HR inh: 1; eIF4E 4G PPI: 3; L929 necroptosis: 1.5; Calpain2 inh: 23; Cl transport mod: 0.62; TNF necrop inh: 0.7
